MLL CXXC-DNA inh = blocks binding of human MLL CXXC domain to DNA | Q03164 | MLL-CXXC / FITC-HOXA9 DNA fluorescence polarization | Potency, µM (titrated, usually from 115 µM), inactives show at the top dose activity change, negative = inhibition, most hits filed as inhibitors | actives 0.037% (n = 290,000) | AID 2662; active = well fitted inhibition curve with a large enough effect in the polarisation, with a control signal flat, not every such curve was filed as active; inconclusive = small, poorly fitted or top-dose-only effect, or effect the other way, or a change in a side signal; inactive = no such curve, though single readings can be large or run the other way; the % refers to the polarisation; note: potency is the fitted concentration of half-maximal effect
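Purified MLL-CXXC (added from a 7 uM solution) was preincubated 5 min at ambient with pinned compounds in 50 mM Tris-HCl pH 7.5, 50 mM NaCl, 1 mM DTT, 0.05% BSA. Fluorescein-labeled HOX-A9 DNA (50 nM solution) followed, 30 min, then polarization read.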
KCNH2 WT inh = inhibitors of human wildtype KCNH2 potassium channel. U2OS, BacMam KCNH2, thallium flux FluxOr; active compounds read low. actives 0.37% (n = 340,000). Q12809. activity change, % at 1.84 µM;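 active = maximum activity change below -70%; inconclusive = maximum activity change between -70% and -50%; inactive = maximum activity change above -50%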; note: % is set by controls: 0 for no effect and ±100 for the full control effect
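U2OS cells transduced with wild-type KCNH2 virus are loaded with FluxOr dye for 45 min, and thallium flux is measured in kinetic reads before and after stimulation buffer. Rate constants are normalized to DMSO controls.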
AT treatment = candidate therapy for ataxia-telangiectasia; […] A-T fibroblasts, KAP-1 phosphorylation AlphaLISA; neocarzinostatin DNA damage 30 min before lysis; Potency, µM (top dose mostly 57.5 µM), for inactives: at the highest dose activation, most hits filed as activators; actives 0.19% (n = 320,000); note: potency is the fitted concentration of half-maximal effect; % of control where 0% means no effect; nearly all actives have a fitted effect of over 45% in size
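hTERT-immortalized A-T patient fibroblasts ([…]), 500 cells/well in OPTI-MEM, 1% FBS, got compounds for 60 min, then NCS for 30 min at 37C. Lysates were then assayed for phospho-KAP-1 by AlphaLISA (anti-pKAP1 donor, anti-KAP1 acceptor beads), 6 hr at 25C.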
GALK inhibitor = inhibitors of human galactokinase | P51570 | Purified GALK, Kinase-Glo residual ATP luminescence | Potency, µM (titrated, usually from 57.5 µM), inactives show top-dose activity change, negative = inhibition, most hits filed as inhibitors | actives 0.007% (n = 270,000) | AID 1868; note: potency is the fitted concentration of half-maximal effect; % is set by controls: 0 for no effect and ±100 for the full control effect
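Luminescence from leftover ATP (Ultra-Glo luciferase/luciferin) served as read-out after a 1 h room-temperature reaction of 5 nM GALK with 35 uM ATP and 100 uM galactose.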
BCR signal inh = blocks chronic active B-cell receptor signaling; ABC-DLBCL IkBa-CBG/CBR reporter, luminescence ratio, 4 h; Potency, µM (top dose mostly 46.1 µM), for inactives: top-dose ratio change, negative = lower green/red ratio, actives largely listed as inhibitors; actives 0.05% (n = 340,000); AID 493014; active = well fitted inhibition curve with a large enough effect in the signal ratio, with a control signal flat, not every such curve was filed as active; inconclusive = small, poorly fitted or top-dose-only effect, or effect the other way, or a change in a side signal; the % refers to the signal ratio;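 note: potency is the fitted concentration of half-maximal effect; plate controls were basal doxycycline-induced cells for no effect and cells given 10 µM MG132 for full effect; MG132 reads +100%, hits lower the ratio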
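Doxycycline induced both beetle luciferases in TMD8 lymphoma cells; IKK-driven degradation limits the IkappaBalpha-fused green signal, while red luminescence normalises for cell number and nonspecific effects. Compounds tested up to 46 uM, 4 hrs.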
Giardia kill = kills Giardia lamblia; Giardia lamblia trophozoite viability; actives 0.15% (n = 340,000); activity change, % at 7.66 µM, hits read low; in the data active = activity change below about -80%; inconclusive = between about -30% and that limit;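 note: parasites exposed to compound for two days anaerobically before the ATP read; % is set by controls: 0 for no effect and ±100 for the full control effect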
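Compounds were tested on trophozoites seeded at 100 cells/well and held 48 hrs at 37 deg C anaerobically. An ATP-based luminescent kit measured the remaining live cells.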
TCR act = T cell receptor activation | primary human leukocytes, anti-CD3, IL-2 HTRF, 48 h | Potency, µM (top dose mostly 9.22 µM), for the others: at the top dose activation of IL-2 secretion, most hits filed as activators | 330,000 tested, under 10 active | AID 504894; note: % of control where 0% means no effect
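Primary human leukocytes receive a-CD3 beads and test compound and are incubated 48 hr. Secreted IL-2 is then assayed by HTRF, measuring 665nm acceptor emission after 320nm excitation of the europium donor.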
TSHR antagonist = human thyrotropin receptor antagonism; P16473; TSHR-expressing cells, TSH-stimulated cAMP HTRF, 2 h; active compounds read low; activity change, negative = inhibition, % at 11.5 µM; actives 0.2% (n = 330,000); AID 504810;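 active = activity change below a set negative limit, meaning inhibition stronger than a set level, cut at about -70% in these data; inconclusive = activity change between two set negative limits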; note: % is set by controls: 0 for no effect and ±100 for the full control effect
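Cell-based HTRF cAMP assay; TSHR cells + compound, TSH EC80 (4nM final), 2 h, 37 deg C. Lysis with anti-cAMP cryptate and cAMP-d2, 30 min RT, read 665/620 nm.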
Tb PFK inh = T. brucei PFK enzyme inhibition | O15648 | T. brucei PFK, ADP-Glo luminescence | Potency, µM (titrated, usually from 57.5 µM), inactives show top-dose activity, negative = inhibition, usual class: inhibitors | actives 0.17% (n = 330,000) | AID 485367;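 note: potency is the fitted concentration of half-maximal effect; 0% = uninhibited 1x PFK enzyme wells and -100% = no-enzyme wells; nearly all actives have a fitted effect of over 60% in size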
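ADP-Glo luminescence quantified ADP after 45 min at room temperature, with 1.25 nM T. brucei PFK, 0.1 mM ATP and 0.5 mM fructose-6-phosphate in pH 8.0 TEA buffer. qHTS titrations up to 57 µM; curves classified by quality.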
FBPA coupling cs = inhibits coupling enzyme system, counter-screen for aldolase hits. coupling enzyme system counterscreen, AmpLite Red fluorescence. activity change, negative = inhibition, % at 58.2 µM, hits read low. actives 0.67% (n = 290,000). AID 2472; in the data active = activity change below about -30%; note: % is set by controls: 0 for no effect and ±100 for the full control effect
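Coupling enzymes only (glyceraldehyde-3-phosphate) + compound, at 57.5 uM final, 10 min RT; add substrate/coupling/AmpLite Red mix, 20 min RT; fluorescence ex 525/em 598 nm. Actives flag coupling-system interference.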
* hit, by the source's call; [ ] = another dose, or the depositor's remark. Unless noted, calls come from the whole dose curve; as a rule, active = well fitted curve in the direction sought with a large enough effect; inconclusive = small, poorly fitted or top-dose-only effect, or another doubt; inactive = no such curve, though single readings can be large; an effect the other way counts as inactive or inconclusive.

Screening COc1cccc(C(C)NC(=O)C2CCCO2)c1 (stereo not drawn) returned MLL CXXC-DNA inh 1%, KCNH2 WT inh -6, AT treatment 3%, GALK inhibitor -2%, BCR signal inh 4%, Giardia kill -7, TSHR antagonist -6, Tb PFK inh -4% and FBPA coupling cs 0.
COc1ccccc1C(=O)NC(=S)N1CCc2ccccc21 was read as MLL CXXC-DNA inh -6%, KCNH2 WT inh -5, AT treatment 4%, GALK inhibitor 0%, BCR signal inh inconclusive, Giardia kill -16, TCR act 1%, TSHR antagonist -9, Tb PFK inh -3% and FBPA coupling cs -3.
`CCC(C)[C@H](NC(=O)[C@@H]1CSC2c3ccccc3C(=O)N21)C(=O)N1CCCCC1` (stereo partly drawn) gave MLL CXXC-DNA inh 25%, KCNH2 WT inh 4, AT treatment 2%, GALK inhibitor -2%, BCR signal inh 6%, Giardia kill 10, TCR act -4%, TSHR antagonist -14 and Tb PFK inh 1%.
Cc1cc(C)c2cc(C#N)c(SCC(=O)NCc3ccco3)nc2c1 was read as MLL CXXC-DNA inh -6%, KCNH2 WT inh 3, AT treatment -5%, GALK inhibitor 0%, BCR signal inh 13%, Giardia kill 14, TCR act 1%, TSHR antagonist 3, Tb PFK inh -8% and FBPA coupling cs 7.
`CC(C)c1ccc(COC(=O)CN2C(=O)NC3(CCCCC3C)C2=O)cc1` (stereo not drawn) gave KCNH2 WT inh -4, AT treatment -5%, BCR signal inh -2%, Giardia kill -20, TCR act 0%, TSHR antagonist -3 and Tb PFK inh 1%.
O=C(NC(=S)NCC1CCCO1)c1cccc([N+](=O)[O-])c1 (stereo not drawn) was read as MLL CXXC-DNA inh 1%, KCNH2 WT inh 6, AT treatment 2%, GALK inhibitor 0%, BCR signal inh -1%, Giardia kill 23, TCR act -3%[46.1 µM], TSHR antagonist -5, Tb PFK inh -3% and FBPA coupling cs 3.
For Cc1ccnc(NS(=O)(=O)c2ccc(CC(C)C)cc2)c1 the results were MLL CXXC-DNA inh -22%, KCNH2 WT inh 11, AT treatment -3%, GALK inhibitor 0%, BCR signal inh -4%, Giardia kill -6, TCR act 6%, TSHR antagonist -7, Tb PFK inh -1% and FBPA coupling cs 5.
`O=C1c2ccccc2C(=O)N1CCn1c(=O)oc2ccccc21` gave MLL CXXC-DNA inh 14%, KCNH2 WT inh 2, AT treatment 11%, GALK inhibitor 1%, BCR signal inh 0%, Giardia kill -9, TCR act 6%, TSHR antagonist 3, Tb PFK inh -2% and FBPA coupling cs -1.
Screening CC1(C)CC(NC(=O)c2cccc(F)c2)CC(C)(C)N1 returned MLL CXXC-DNA inh -2%, KCNH2 WT inh 0, AT treatment 2%, GALK inhibitor 5%, BCR signal inh -2%, Giardia kill 18, TCR act 8%, TSHR antagonist 34, Tb PFK inh 4% and FBPA coupling cs -1.
`O=C(OCCNc1nc(-c2ccccc2)nc2ccccc12)c1ccncc1` gave MLL CXXC-DNA inh -3%, KCNH2 WT inh 16, AT treatment 5%, GALK inhibitor 0%, BCR signal inh 2%, Giardia kill 1, TCR act 9%, TSHR antagonist 3, Tb PFK inh 4% and FBPA coupling cs 7.
COc1ccc(N2CCN(S(=O)(=O)c3ccc4c(c3)NC(=O)CC(=O)N4)CC2)cc1 was read as MLL CXXC-DNA inh -1%, KCNH2 WT inh -5, AT treatment 6%, GALK inhibitor -7%, BCR signal inh -13%, Giardia kill -13, TCR act 1%, TSHR antagonist 6 and Tb PFK inh 4%.
`CN1C(=O)N(C)C2(c3ccccc3)NC(=O)NC12c1ccccc1` (stereo not drawn) gave MLL CXXC-DNA inh 0%, KCNH2 WT inh 0, AT treatment 19%, GALK inhibitor 1%, BCR signal inh -1%, Giardia kill -3, TCR act -3%, TSHR antagonist -2, Tb PFK inh 3% and FBPA coupling cs -1.
Cc1cc(=O)n2nc(N3CCCC(C(=O)NCc4ccccc4C)C3)sc2n1 (stereo not drawn) was read as KCNH2 WT inh 5, AT treatment -5%, BCR signal inh 3%, Giardia kill -5, TCR act -10%, TSHR antagonist -4, Tb PFK inh 0% and FBPA coupling cs 2.
CC1=CCC2([N+](=O)[O-])CN(CC(=O)O)CC1([N+](=O)[O-])C2 (stereo not drawn) was read as MLL CXXC-DNA inh -5%, KCNH2 WT inh -4, AT treatment 13%, GALK inhibitor 0%, BCR signal inh 2%, Giardia kill -3, TCR act 1%[46.1 µM], TSHR antagonist -5, Tb PFK inh 1% and FBPA coupling cs 3.
Screening COC(=O)c1ccc(NC(=O)CCC(=O)c2ccc(F)cc2)cc1 returned MLL CXXC-DNA inh 9%, KCNH2 WT inh -26, AT treatment 2%, BCR signal inh inconclusive, Giardia kill -24, TCR act -4%, TSHR antagonist 3, Tb PFK inh -4% and FBPA coupling cs -2.
Screening Cc1ccc(Cl)cc1N1CCN(S(=O)(=O)c2c(C)[nH]c(C)c2C(=O)N2CCCCC2)CC1 returned MLL CXXC-DNA inh 7%, KCNH2 WT inh -13, AT treatment -5%, GALK inhibitor 0%, BCR signal inh -7%, Giardia kill -12, TCR act -3%, TSHR antagonist -19, Tb PFK inh 1% and FBPA coupling cs 1.
`CC(C)C[C@H](NC(=O)N1CC(=O)Nc2ccccc21)C(=O)N[C@@H](Cc1ccccc1)C(=O)O` gave MLL CXXC-DNA inh 0%, KCNH2 WT inh -3, AT treatment -17%, BCR signal inh -17%, Giardia kill -3, TCR act 6%, TSHR antagonist 1, Tb PFK inh -8% and FBPA coupling cs 5.
For C=CCN(C(=O)c1ccccc1)C1CCS(=O)(=O)C1 (stereo not drawn) the results were MLL CXXC-DNA inh 2%, KCNH2 WT inh -8, AT treatment -1%, GALK inhibitor 0%, BCR signal inh 2%, Giardia kill -21, TCR act 2%, TSHR antagonist -2, Tb PFK inh -4% and FBPA coupling cs -1.
For COc1cc(NC(=O)[C@@H]2CCCN(S(=O)(=O)c3cccc4cccnc34)C2)cc(OC)c1OC the results were AT treatment 28%, BCR signal inh -2%, Giardia kill 12, TCR act 7%, TSHR antagonist -29 and Tb PFK inh 0%.
Screening O=C(CSc1nc2ccccc2o1)Nc1cc(C(F)(F)F)ccc1N1CCOCC1 returned MLL CXXC-DNA inh 12%, KCNH2 WT inh -4, AT treatment 2%, GALK inhibitor -3%, BCR signal inh -2%, Giardia kill -19, TCR act 0%, TSHR antagonist 4, Tb PFK inh -1% and FBPA coupling cs -1.
Screening C[n+]1cccc(O)c1SCc1ccccc1 returned KCNH2 WT inh 10, AT treatment 16%, BCR signal inh inconclusive, Giardia kill -18, TCR act 1%, TSHR antagonist -5 and Tb PFK inh 3%.
Cc1ccccc1OCc1nc(-c2ccc(Br)o2)no1 was read as MLL CXXC-DNA inh 0%, KCNH2 WT inh -8, AT treatment 9%, GALK inhibitor 3%, BCR signal inh inconclusive, Giardia kill -8, TCR act 7%, TSHR antagonist -17, Tb PFK inh 3% and FBPA coupling cs 0.
COc1ccccc1N1CCN(C(=O)CCC(=O)N2CCN(c3ccc(F)cc3)CC2)CC1 was read as MLL CXXC-DNA inh 2%, KCNH2 WT inh 5, AT treatment 3%, GALK inhibitor 4%, BCR signal inh -11%, Giardia kill -18, TCR act 11%, TSHR antagonist -124*, Tb PFK inh 1% and FBPA coupling cs -3.
For Cc1ccc(C2=Nc3ccccc3N=C(c3ccco3)C2)c(O)c1 the results were MLL CXXC-DNA inh -1%, KCNH2 WT inh -2, AT treatment 4%, GALK inhibitor 1%, BCR signal inh -21%, Giardia kill 1, TCR act -3%, TSHR antagonist -8 and Tb PFK inh -2%.
Screening O=C(Nc1nccs1)c1ccc(Br)s1 returned MLL CXXC-DNA inh 0%, KCNH2 WT inh 1, AT treatment 4%, GALK inhibitor 5%, BCR signal inh inconclusive, Giardia kill -16, TCR act -3%, TSHR antagonist -1, Tb PFK inh 2% and FBPA coupling cs 0.
COc1cccc(OCCSc2nc(N)cc(N)n2)c1 was read as MLL CXXC-DNA inh 19%, KCNH2 WT inh -14, AT treatment 3%, GALK inhibitor 0%, BCR signal inh -5%, Giardia kill -4, TCR act -1%, TSHR antagonist -16, Tb PFK inh 0% and FBPA coupling cs 1.
Screening Cc1ccc(N(CCC#N)C(=O)COC(=O)C2CCN(S(=O)(=O)c3ccc(C)c(C)c3)CC2)cc1 returned KCNH2 WT inh -1, AT treatment 8%, BCR signal inh 1%, Giardia kill 12, TCR act -10%, TSHR antagonist -16 and Tb PFK inh 0%.
Screening COc1ccc(CSc2nnc(Cc3sc(-c4ccccc4)nc3-c3ccccc3)o2)cc1 returned MLL CXXC-DNA inh -11%, KCNH2 WT inh 5, AT treatment 2%, GALK inhibitor 2%, BCR signal inh 10%, Giardia kill -8, TCR act 8%, TSHR antagonist 13, Tb PFK inh 0% and FBPA coupling cs 3.
